High-throughput results: PubChem, Sanford-Burnham Center for Chemical Genomics
CXCR6 block – CXCR6 receptor inhibitors, primary screen, cell-based, beta-arrestin, luminescence, CHO-K1 PathHunter, 1536-well; inhibition, % at 20 µM; hit rate 0.36% among 360,000; C-X-C chemokine receptor type 6 (Homo sapiens), O00574; AID 602244, 2012; in the data active = inhibition above about 34%, passing the limit was not always enough;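 note: antagonist mode with CXCL16 agonist at 10 nM final; 0% = 10 nM CXCL16 with DMSO and 100% = unstimulated wells without agonist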
Target sequence (O00574 whole entry, looked up): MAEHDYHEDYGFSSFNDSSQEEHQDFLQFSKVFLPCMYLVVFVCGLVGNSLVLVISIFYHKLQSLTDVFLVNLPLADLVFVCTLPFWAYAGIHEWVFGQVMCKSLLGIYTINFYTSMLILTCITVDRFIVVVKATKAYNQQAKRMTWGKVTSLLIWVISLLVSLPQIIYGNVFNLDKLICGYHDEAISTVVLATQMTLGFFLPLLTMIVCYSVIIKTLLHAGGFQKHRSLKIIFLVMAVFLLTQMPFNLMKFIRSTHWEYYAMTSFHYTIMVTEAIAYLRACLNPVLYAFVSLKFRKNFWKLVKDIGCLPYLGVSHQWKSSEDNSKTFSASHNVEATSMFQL
Active calls of the source: *. An excerpt, so the mix of outcomes need not match the whole.

SMILES	CXCR6 block
COc1ccc(-c2cc(C(=O)N(C)CC(=O)Nc3cccc(F)c3)c3ccccc3n2)cc1OC	-5.8
O=C(O)c1ccc(NC(=S)Nc2ccc(S(=O)(=O)Nc3ccccn3)cc2)cc1	0.8
COc1cc(NC(=O)Nc2cccn3nc(COCCO)nc23)cc(OC)c1OC	0.6
OC[C@@H]1CN(C2CCCC2)C[C@H](n2cnc3c(NC4CC4)ncnc32)O1	-4.0
CSCCC(C(=O)Nc1c(C)cccc1C)N1CCN(c2ccc(C(F)(F)F)cn2)CC1 (stereo unspecified)	8.1
COc1ccc(OC)c(NC(=O)Nc2nc(C(N)C(C)C)cs2)c1 (stereo unspecified)	-1.8
C#CCN(C[C@@H]1[C@@H](OC(=O)NCc2ccccc2F)[C@@H](OC(=O)NCc2ccccc2F)Cn2c(=O)n(CCCCCC)c(=O)n21)S(=O)(=O)c1ccc(C)cc1	5.9
O=C(Nc1cc([N+](=O)[O-])ccc1O)c1cccc(C(=O)Nc2cc([N+](=O)[O-])ccc2O)c1	23.3
CCOCCC(=O)Nc1ccc2c(c1)c(=O)n(C)n2CC=C(C)C	0.9
COc1cc(/C=C(/C#N)C(=O)Nc2cc(C(F)(F)F)ccc2Cl)ccc1OCC(=O)Nc1cccc(C(F)(F)F)c1	3.9
COc1ccc(C(=O)Nc2cccc(C)n2)cc1S(=O)(=O)N1CCCc2ccccc21	16.0
COc1ccc(S(=O)(=O)N(C)C[C@H]2Oc3ncc(-c4ccncc4)cc3C(=O)N([C@@H](C)CO)C[C@@H]2C)cc1	4.4
CCCNC1=C(N(C(C)=O)c2cccc(F)c2)C(=O)c2ccccc2C1=O	-20.5
CCCCN1CC(COCc2ccccc2)Oc2cccc(Oc3ccc(F)cc3)c2S1(=O)=O (stereo unspecified)	8.8
CN(C)C(=O)c1cccc(-c2cnc3c(NC=O)cc(-c4ccc(N(C)C)cc4)cn23)c1	4.4
CC1(c2nc3ccccc3[nH]2)CCC(=O)N1Cc1cccs1 (stereo unspecified)	1.2
CC(C)Cc1csc(=S)[nH]1	-11.8
CCCS(=O)(=O)NC(=O)C1(C)CCCN(C(=O)c2ccccc2F)C1 (stereo unspecified)	-2.4
Cn1c(NCCc2ccncc2)nc2cc(-c3ccsc3)sc2c1=O	-3.7
CCCc1c(C(=O)N/N=C(\C)c2ccc3c(c2)OCO3)nnn1-c1nonc1N	-0.3
O=C(NCc1ccc(F)cc1)Nc1nnc([C@H]2C[C@H](O)[C@@H](CO)O2)s1	2.7
Cn1cc(Cc2ccc(C(=O)NCc3ccccc3)cn2)c2ccccc21	-1.2
CN(CCc1ccccc1)C(c1ccnc2ccccc12)c1nnnn1-c1ccc2c(c1)OCCO2 (stereo unspecified)	11.2
CC(=O)Nc1ccc(-c2ccnc3c2CC(C(=O)NCc2ccco2)O3)cc1 (stereo unspecified)	-0.1
C[C@@H]1CN([C@H](C)CO)C(=O)CCCn2nncc2CO[C@H]1CN(C)Cc1ccncc1	-6.8
CNc1cncc(-c2ccc(S(C)(=O)=O)cc2)n1	-5.2
CN1OC[C@@H]2CN[C@H](c3ccc(-c4ccccc4)cc3)C[C@@H]21	4.7
O=[N+]([O-])c1ccc(NN=C(c2ccccc2)c2ccccc2)nc1	12.9
O=S1(=O)CC(N2CCCC2)CN1Cc1cn(Cc2cccc(Cl)c2)nn1 (stereo unspecified)	-0.1
CC(=O)Nc1cccc(-c2ccnc3c2CC(C)(C(=O)Nc2ccc(Cl)c(C(F)(F)F)c2)O3)c1 (stereo unspecified)	0.0
CC(=O)NC(c1cccs1)c1cc(Br)c2cccnc2c1O (stereo unspecified)	4.8
Cc1ccc2c(c1)C(=O)CC(c1ccccc1)S2 (stereo unspecified)	3.2
O=c1ccc(-c2ccccc2)nn1Cc1ccc(Cl)cc1	-6.6
CN(Cc1ccccc1)C(=O)[C@@H]1CCCN1C(=O)[C@@H]1CCCN1C(=O)c1cccc(Cl)c1	3.7
COc1ccc(NS(=O)(=O)c2cccc(C(=O)N3CCN(S(=O)(=O)c4ccccc4)CC3)c2)cc1	-0.6
COC(=O)C(c1ccccc1)C(CC(=O)c1ccccc1)c1ccccc1 (stereo unspecified)	8.3
COCCN1C(=O)CCC1(C)C(=O)Nc1ccc2c(c1)OCCO2 (stereo unspecified)	-9.8
O=C(CSc1nnc(CNC(=O)c2c(F)cccc2F)o1)c1ccc(Cl)cc1	-7.6
CC(C)C[C@H]1CN(CCCC[C@@H]2CNC(=O)C(=O)N2CC2CCCCC2)C(=O)C(=O)N1CCc1ccc(O)cc1	-4.9
COc1ccc([C@H]2C[C@@H](n3cc(COC(=O)c4ccccc4)nn3)[C@H](O)CN2C(=O)C2CCCCC2)cc1	5.5
CC1(CCc2ccccc2)NC(=S)N(c2ccccc2)N1 (stereo unspecified)	-6.2
CC(C)(C)Cc1c(-c2cccc(Br)c2)nc2ccc(Br)cn12	-14.3
O=C(Nc1ccccc1)c1cc(C2COCCN2C(=O)c2cccs2)on1 (stereo unspecified)	2.2
Cc1ccc(S(=O)(=O)N(C)C[C@H]2Oc3cc(C#Cc4ccccc4)ccc3S(=O)(=O)N([C@H](C)CO)C[C@@H]2C)cc1	7.2
CC(=O)Nc1cc(-c2ccc(N3CCN(C)CC3)cc2)cn2c(-c3ccccc3)cnc12	11.9
Cc1cc(/C=c2\sc3nc4ccccc4n3c2=O)c(C)n1-c1ccc(C(=O)O)cc1	4.0
Clc1ccc(C=Cc2ccccn2)cc1	-5.5
CC(C)C[C@@H](CN)NC(=O)c1nc[nH]c1C(=O)N[C@@H](CC(C)C)C(=O)CNC[C@H](C)NC(=O)c1nc[nH]c1C(=O)N[C@@H](CC(C)C)C(=O)O	4.8
C[C@H](O)[C@@H]1CN2CCc3c([nH]c4ccccc34)[C@@H]2C[C@@H]1N(C)C(=O)c1ccco1	-0.4
COc1ccc(-c2ccc(C(=O)Nc3cccc(F)c3)c3occc23)c(C)c1	-1.7

Additional compounds.
SMILES	CXCR6 block
COc1cc(C2C3C(=O)N(Cc4ccccc4)C(=O)C3ON2c2ccccc2)cc(OC)c1OC (stereo unspecified)	3.4
O=[N+]([O-])c1ccc(NN=C(Oc2ccccc2)c2ccc([N+](=O)[O-])cc2)cc1	3.0
OC(c1ccc(F)c(F)c1)c1nc(-c2csc3ccccc23)cs1 (stereo unspecified)	-10.1
COc1ccc(-c2csc(C(C)(NC(C)=O)c3ccccc3)n2)cn1 (stereo unspecified)	-1.9
O=c1/c(=C\c2cccn2-c2ccccc2)sc2nc3ccccc3n12	3.2
C[C@H]1CN([C@@H](C)CO)C(=O)CCCn2nncc2CO[C@H]1CN(C)S(=O)(=O)c1cccc(C#N)c1	-9.4
O=C(Cc1cccc(NC(=O)C2CCN(C(=O)C3CCCC3)CC2)c1)Nc1cccc(C(=O)N2CCOCC2)c1	1.8
COc1ccc(CCNC(=O)Cn2c(=O)n(Cc3ccco3)c(=O)c3ccc(Cl)cc32)cc1OC	3.6
CCCCN1C(=O)C(CC(=O)NCC2CCCCC2)CC(C(=O)N2CCCCCC2)=C1C (stereo unspecified)	10.2
CCN(CC(=O)Nc1c(F)cccc1F)C(=O)c1c(-c2ccccc2Cl)noc1C	1.7
Cc1ccc(C)c(S(=O)(=O)N(C)c2ccc(OC(=O)CN3C(=O)NC4(CCCC4)C3=O)cc2)c1	-0.3
Cc1ccccc1Nc1nn2c(=O)c3ccc(C(=O)N4CCCC(C)C4)cc3nc2s1 (stereo unspecified)	8.7
COc1ccc(S(=O)(=O)N(C)C[C@H]2Oc3cc(Br)ccc3S(=O)(=O)N([C@H](C)CO)C[C@H]2C)cc1	3.8
O=C(Nc1cc([N+](=O)[O-])c2[nH]c(=O)c3ccccc3c2c1)C(F)(F)F	0.1
CSc1ncnc2c1ncn2CCCN[C@H](C)c1cccc2ccccc12	-4.6
COc1ccccc1NC(=O)N(C)C[C@H]1OCc2cn(nn2)CCCC(=O)N([C@@H](C)CO)C[C@@H]1C	1.1
CC1=C(C(=O)N(C(C)C)C(C)C)CC(CC(=O)NCCCCc2ccccc2)C(=O)N1Cc1ccc(C(C)(C)C)cc1 (stereo unspecified)	17.0
OC[C@@H]1CN(Cc2ccco2)C[C@H](n2cnc3c(NCc4ccncc4)ncnc32)O1	2.3
COc1ccc(S(=O)(=O)Nc2ccc3c(c2)C(=O)N([C@H](C)CO)C[C@H](C)[C@@H](CN(C)S(=O)(=O)c2cn(C)cn2)OCCCC[C@H](C)O3)cc1	-2.9
CCOC(=O)c1ccc(-n2cnc(-c3ccc([N+](=O)[O-])cc3)c2)cc1	-3.6
O=C(NC1CC1)c1cccc(NC(=O)C2CCC2)c1	-6.2
CC1(C(=O)NCCC(F)(F)F)Cc2c(-c3cccc(C(F)(F)F)c3)ccnc2O1 (stereo unspecified)	1.4
O=C(NCCC(F)(F)F)C1Cc2c(-c3ccccc3Oc3ccccc3)ccnc2O1 (stereo unspecified)	6.5
COCC1OC(OC(C)C(O)c2cnc3nc(N)[nH]c(=O)c3n2)C(O)C(OC)C1O (stereo unspecified)	3.1
O=C1NC[C@H](CCCCN2C[C@H](Cc3ccccc3)N(CCc3ccc(O)cc3)C(=O)C2=O)N(CCC2CCCCC2)C1=O	-4.0
Cc1cccc(CN2CCN(C3CN(Cc4ccccc4)S(=O)(=O)C3)CC2)c1 (stereo unspecified)	2.4
CC1(C(=O)NC2CCN(Cc3ccccc3)CC2)CCN1Cc1ccc2ccccc2c1 (stereo unspecified)	5.9
COC1OC2COC(c3ccccc3)OC2C(=O)C1NC(=O)c1ccccc1 (stereo unspecified)	-1.6
CCOC(=O)CC1C(=O)NCCN1C(=S)NC(=O)c1ccc(C)c(Br)c1 (stereo unspecified)	5.1
O=C1NC(=O)C2(N1)C(=O)c1cccc3cccc2c13 (stereo unspecified)	8.6
O=S(=O)(c1ccc(NC(=S)N2CCOCC2)cc1)N1CCCCC1	-4.4
O=C(c1ccc(Cl)cc1)c1cccc(O)c1	-2.9
CC1(Cc2ccccc2OC(F)(F)F)C(=O)Nc2cc(-c3ccccc3Cl)ccc21 (stereo unspecified)	5.0
Clc1cccc(-c2ccc(C=Nc3ccc(N4CCOCC4)cc3)o2)c1	-1.1
CC(C)Nc1ncnc2c1ncn2[C@H]1CN(Cc2ccccc2)C[C@@H](CO)O1	-5.6
CCOC(=O)C(=Cc1ccccc1)C(=O)c1ccccc1	24.0
CCCCN(CCCNC(=O)C1CCN(S(=O)(=O)N2CCOCC2)CC1)Cc1ccccc1	0.7
C[C@H]1CN(CCc2ccccc2)C(=O)[C@@H]1CC(=O)Nc1ccccc1	7.8
CCOc1ccc(Br)cc1S(=O)(=O)Nc1cccc(S(=O)(=O)N2CCOCC2)c1	2.6
CCOC(=O)[C@]12CCC=C1N(CCC1=CCCCC1)C(=O)[C@H](CC(=O)NCCCOC)C2	-13.2

Copied from the list.
In CXCR6 block, `CCOc1ccc(Br)cc1S(=O)(=O)Nc1cccc(S(=O)(=O)N2CCOCC2)c1` is entered as 2.6
In CXCR6 block, `C[C@H]1CN(CCc2ccccc2)C(=O)[C@@H]1CC(=O)Nc1ccccc1` is entered as 7.8
In CXCR6 block, `CC1(Cc2ccccc2OC(F)(F)F)C(=O)Nc2cc(-c3ccccc3Cl)ccc21` (stereo unspecified) is entered as 5.0
In CXCR6 block, `Clc1cccc(-c2ccc(C=Nc3ccc(N4CCOCC4)cc3)o2)c1` is entered as -1.1

Going on with the list:
SMILES	CXCR6 block
CCOC(=O)C1CC(c2ccccc2)=NN1c1ccccc1 (stereo unspecified)	2.6
COc1cccc(-c2cnc(C(O)c3cc(C)c(OC)c(C)c3)[nH]2)c1 (stereo unspecified)	-0.9
CSCCC(NC(=O)c1ccccc1Cl)C(=O)NCC(c1ccc(F)cc1)N1CCOCC1 (stereo unspecified)	-6.9
COC(=O)c1cccc(NC(=O)c2cccc(-n3cnnn3)c2)c1	1.6
CC1(C(=O)NS(=O)(=O)C2CC2)CCN(C(=O)c2ccc3ccccc3n2)C1 (stereo unspecified)	2.2
c1ccc(CCNc2ccc3c(c2)Cc2ccccc2-3)nc1	-7.7
C=CCn1c(SCC(=O)N(CC)c2c(N)n(Cc3ccccc3)c(=O)[nH]c2=O)nnc1-c1ccccc1OC	6.4
CN(CCc1ccccc1)C(=O)c1ccc(NC(=O)Cc2cccc(NC(=O)C3CCN(C(=O)CCc4ccccc4)CC3)c2)cc1	0.1
Cn1c(=S)c2[nH]c(SCC3CCCO3)nc2n(C)c1=O (stereo unspecified)	1.5
CCCCc1c(O)nc(SCC(=O)N2CCOCC2)n(-c2ccc(C)cc2)c1=O	5.3

Three of the entries above in order of their number in CXCR6 block, smallest number first:
SMILES	CXCR6 block
CN(CCc1ccccc1)C(=O)c1ccc(NC(=O)Cc2cccc(NC(=O)C3CCN(C(=O)CCc4ccccc4)CC3)c2)cc1	0.1
Cn1c(=S)c2[nH]c(SCC3CCCO3)nc2n(C)c1=O (stereo unspecified)	1.5
C=CCn1c(SCC(=O)N(CC)c2c(N)n(Cc3ccccc3)c(=O)[nH]c2=O)nnc1-c1ccccc1OC	6.4

Next part
SMILES	CXCR6 block
OC(c1cc(F)cc(Cl)c1)c1ncc(-c2ccc3ccccc3c2)[nH]1 (stereo unspecified)	-13.9
CCCS(=O)(=O)NC(=O)C1(C)CCN(C(=O)COCc2ccccc2)C1 (stereo unspecified)	5.5
C[C@@H]1CN([C@@H](C)CO)C(=O)CCCn2nncc2CO[C@H]1CN(C)Cc1ccccc1C(F)(F)F	5.7
C[C@H](CO)N1C[C@H](C)[C@@H](CN(C)C(=O)Cc2ccccc2)OCc2cnnn2CCCC1=O	1.9
O=S(=O)(NN=Cc1ccc(O)cc1O)c1cc(Cl)c(Cl)cc1Cl	-0.4
COc1cccc(/C=N/NC(=O)c2cc3c(OC)c(OC)ccc3[nH]2)c1OC	7.4
CN1C/C(=C/c2ccccc2[N+](=O)[O-])C(=O)/C(=C\c2ccccc2[N+](=O)[O-])C1	8.6
CCc1nc2ccc(C(=O)NCCCN3CCCC3=O)cn2c1N(C)C(=O)Nc1ccccc1OC	3.7
CCS(=O)(=O)c1nc(S(=O)(=O)c2ccc(C)cc2)c(N2CCCCCC2)s1	1.6
Oc1cccc(C=NNc2ccccn2)c1	-0.9
